Assay outcomes: PubChem BioAssay, several laboratories
HePTP inh – inhibitors of human HePTP phosphatase; P35236; recombinant HePTP phosphatase activity, OD absorbance; inhibition, % at 20 µM; hit rate 0.64% among 110,000; in the data active = inhibition above about 50%;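 also: plate controls were vehicle for no effect and reference inhibitor for full effect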
BAP1 block – human BAP1 deubiquitinase inhibition. Q92560. recombinant BAP1, Ub-AMC hydrolysis fluorescence kinetic; hits give low values. activity remaining (% of control), % at 20 µM. hit rate 0.48% among 72,000. AID 436;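 active = activity remaining at or below 50% of control, provided the compound also passes the data quality filters; inactive = the rest, including low values that fail the filters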;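 also: 100% = DMSO wells rate and 0% = substrate alone blank rate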
Target sequence (Q92560 whole entry, looked up): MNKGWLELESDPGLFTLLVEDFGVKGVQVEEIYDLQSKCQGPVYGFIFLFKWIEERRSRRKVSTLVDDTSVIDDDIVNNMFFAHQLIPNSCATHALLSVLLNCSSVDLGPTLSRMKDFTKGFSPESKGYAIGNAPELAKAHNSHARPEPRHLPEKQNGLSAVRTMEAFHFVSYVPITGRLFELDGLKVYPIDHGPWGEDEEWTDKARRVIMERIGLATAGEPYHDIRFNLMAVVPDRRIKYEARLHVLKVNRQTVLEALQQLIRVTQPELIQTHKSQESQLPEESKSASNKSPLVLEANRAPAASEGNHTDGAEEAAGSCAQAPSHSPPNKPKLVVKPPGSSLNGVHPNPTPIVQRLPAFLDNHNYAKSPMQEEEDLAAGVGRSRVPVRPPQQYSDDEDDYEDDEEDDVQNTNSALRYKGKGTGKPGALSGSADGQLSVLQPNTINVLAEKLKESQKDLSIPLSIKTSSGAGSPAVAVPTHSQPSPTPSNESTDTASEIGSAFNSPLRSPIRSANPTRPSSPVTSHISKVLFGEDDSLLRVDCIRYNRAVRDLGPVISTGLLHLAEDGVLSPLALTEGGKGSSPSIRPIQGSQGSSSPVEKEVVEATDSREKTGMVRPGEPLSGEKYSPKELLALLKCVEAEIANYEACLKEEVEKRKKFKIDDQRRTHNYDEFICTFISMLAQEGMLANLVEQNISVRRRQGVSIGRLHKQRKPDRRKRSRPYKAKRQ
An asterisk follows results filed as active; . = not tested or not shown; & = joins results of further samples.

SMILES	HePTP inh	BAP1 block
COc1ccccc1OCC(=O)Nc1ccc(S(=O)(=O)Nc2nc(C)cc(C)n2)cc1	5.8	95.0
COc1ccc(OC(C)C(=O)Nc2ccc(Cl)cc2)cc1 (configuration not stated)	9.6	.
O=C(Nc1ccc(Cl)c(Cl)c1)Nc1nnc(-c2ccccc2Cl)s1	6.6	.
COc1cc(OC)c(OC)cc1CNCC1COc2ccccc2O1 (configuration not stated)	5.3	.
COc1ccc(NS(=O)(=O)c2ccc3oc4ccccc4c3c2)cn1	2.8	89.4
O=C(Nc1nnc(C2CC2)s1)c1cc(-c2ccccc2)nn1-c1ccccc1	4.2	.
CCOc1ccccc1NC(=O)CCC(=O)Nc1ccc2nc(N3CCN(C)CC3)cc(C)c2c1	-0.8	.
Cc1cc(-n2c(C)cc(C(=O)CSc3nc4ccccc4c(=O)n3Cc3ccco3)c2C)no1	9.2	67.8
O=C(CSc1cccc2cccnc12)Nc1nnc(-c2ccccc2)s1	0.7	.
CCCCCCCc1c(C#N)c(N)[nH]c(=S)c1C#N	7.4	.
COCCCNC(=O)c1ccc(I)cc1	1.0	.
CC(=O)NCCOc1c(C)cc(S(N)(=O)=O)cc1C	-3.3	90.4
NCCc1nnc(SCc2ccccc2)o1	1.6	95.4
Cc1ccc(CNc2ccc3c(c2)ncn3C)cc1	4.0	72.5
COc1ccccc1N1CCN(C(=O)c2cc(-c3ccc(Br)cc3)on2)CC1	-9.0	70.3
CCOc1ccc(N(CC(=O)OC)S(=O)(=O)c2c(C)noc2C)cc1	2.4	99.4
O=C1CCSc2nc(-c3cccc([N+](=O)[O-])c3)nn21	4.4	.
O=c1[nH]c(CSc2ncc(-c3ccc(F)cc3)n2Cc2ccco2)nc2ccccc12	8.1	85.6
CCCn1c(N)c(C(=O)CSc2nnc(Cc3ccccc3)o2)c(=O)n(C)c1=O	9.8	109.9
CN(C)CCCNC(=O)N1CCOCC1	8.3	.
CCC(=O)c1ccc(N2CCN(S(=O)(=O)c3ccccc3)CC2)c(F)c1	-5.7	.
COc1ccc(C(=O)Nc2nc(C)c(C)s2)cc1OC	-1.7	.
Cc1ccc(CN2CCN(N=Cc3ccccc3Br)CC2)c(C)c1	8.2	.
COc1ccc(CC(=O)Nc2c3c(nn2-c2cc(C)cc(C)c2)CSC3)cc1	.	119.6
CN(Cc1ccccc1)C(=O)c1cccc(NC(=O)c2ccco2)c1	4.7	63.6
C/C(=N\N1CCN(Cc2cccc3ccccc23)CC1)c1ccc(O)cc1	-0.9	.
N#Cc1c(-c2ccccc2)nc(N2CCCCCC2)[nH]c1=O	0.5	211.8
O=C(CSc1nnc2ccccn12)c1ccccc1	2.5	87.5
c1ccc(-c2nnc(CSc3nnc(-c4ccncc4)n3Cc3ccco3)o2)cc1	9.1	112.7
O=C(NCCOc1ccccc1)c1n[nH]c(=O)c2ccccc12	5.2	91.3
Cc1cc(=O)[nH]c(N(C)Cc2ccccc2)n1	6.4	.
COc1ccc(C(=O)N2CCC(C(=O)Nc3ccc(OC)c(OC)c3)CC2)cc1	7.6	97.3
Cc1ccc(NC(=O)CSc2nnc(-c3ccncc3)n2N)cc1C	2.5	.
COc1ccc(Cn2nnnc2C(c2cc3cc(C)cc(C)c3[nH]c2=O)N2CCOCC2)cc1 (configuration not stated)	9.6	.
N/C(=N\OC(=O)c1ccco1)c1ccc([N+](=O)[O-])cc1	-13.8	.
COc1cccc(CN2CCN(C(=O)C(c3ccccc3)c3ccccc3)CC2)c1	3.3	.
O=C(CSc1nnnn1C1CC2CCC1C2)Nc1ccnc2ccccc12 (configuration not stated)	-2.9	56.1
COC(=O)Cn1c2c(c3cc(C)ccc31)CCCC2=NCc1ccccc1	11.2	.
CCCCCCOC(=O)C(C#N)c1nc2ccccc2nc1N1CCCCC1 (configuration not stated)	11.2	66.6
Cc1cc(C)nc(NC(=O)c2cc(-c3ccc(C)s3)nc3ccccc23)c1	14.4	.
Cc1cc(NC(=O)c2ccc(I)cc2)ccc1NC(=O)c1ccccc1	-12.5	.
Nc1nnc(-c2ccccc2-c2nnc(N)s2)s1	-15.3	.
Clc1ccccc1CN1CCN(N=Cc2ccccc2)CC1	-7.3	.
COc1cccc(CN2CCN(C(=O)C(c3ccccc3)c3ccccc3)CC2)c1OC	3.8	.
N#Cc1ccc(Oc2ccc(C(N)=O)cc2)cc1C#N	0.1	95.1
CS(=O)(=O)N1CCC(C(=O)NCc2ccco2)CC1	5.3	84.5
O=C(c1cc2ccccc2oc1=O)N(Cc1ccc2c(c1)OCO2)Cc1ccco1	3.9	97.7
CCc1nc(N)nc2c1C(=O)CC(C)(C)C2	-9.4	85.6

Shown with values under each structure: entries from further up
Each structure is followed by: HePTP inh, BAP1 block
- CCC(=O)c1ccc(N2CCN(S(=O)(=O)c3ccccc3)CC2)c(F)c1
    -5.7, .
- Cc1cc(NC(=O)c2ccc(I)cc2)ccc1NC(=O)c1ccccc1
    -12.5, .
- O=C(Nc1ccc(Cl)c(Cl)c1)Nc1nnc(-c2ccccc2Cl)s1
    6.6, .
- Cc1cc(C)nc(NC(=O)c2cc(-c3ccc(C)s3)nc3ccccc23)c1
    14.4, .

(next part)
SMILES	HePTP inh	BAP1 block
O=C(Cn1nc(C(F)(F)F)c2c1CCCC2)NCCN1CCOCC1	6.8	107.5
Cc1cc(C)cc(NC(=O)NCc2nnc(SCc3ccccc3)n2C)c1	10.2	89.7
Cc1ccc2oc(-c3ccccc3N)nc2c1	7.3	.
COc1cc(/C=N/N2C(=O)c3ccccc3C2=O)ccc1OCc1ccc(F)cc1	-2.8	.
CCOC(=O)C(CCOc1cccc(CC)c1)C(=O)OCC	10.5	98.5
CCOC(=O)c1c(N)sc2c1CCC1C(=O)N(C3CCCCC3)C(=O)C21 (configuration not stated)	4.3	.
C=CCn1c(SCC(=O)c2ccccc2)nnc1-c1cc2ccccc2o1	2.9	94.3
OCC1(CO)COC2(CCCC2)N1	5.8	105.5
COC(=O)c1cnn2c(C(F)(F)F)cc(-c3cc(OC)c(OC)c(OC)c3)nc12	3.1	.
O=C(NCCc1cccc(F)c1)[C@@H]1CSC2c3ccccc3C(=O)N21 (some centres not stated)	12.6	94.7
O=C(NCCNc1ccc([N+](=O)[O-])cc1)c1cccc(Br)c1	0.9	.
Cc1ccc(Cl)cc1NC(=O)c1ccccc1C(F)(F)F	5.1	.
O=C(Nc1nccs1)C1C2/C=C\CCCCC21 (configuration not stated)	-8.3	140.8
O=C(NCc1cccs1)c1cnn2cccnc12	2.3	106.8
CC(C)Oc1ccc(NC(=O)CSc2nc3ccccc3s2)cc1	9.5	51.4
CS(=O)(=O)N(CC(=O)N1CCCCC1)C1CCCCC1	2.6	103.9
CCCn1c(=NC(=O)c2ccncc2)c(C(=O)OCC)cc2c(=O)n3cccc(C)c3nc21	15.5	171.9
O=C1NC(=O)C(=Cc2ccc(OCCOc3ccccc3)cc2)C(=O)N1	1.6	.
Cc1ccc(C(=O)c2sc3nc(C)cc(C)c3c2N)c(C)c1	12.4	.
O=C(Nc1ccc(S(=O)(=O)Nc2nccs2)cc1)c1cc(-c2cccs2)nc2ccccc12	6.0	.
O=C(Nc1ccc(S(=O)(=O)N2CCCC2)cc1)c1ccc(Cl)cc1Cl	-8.4	.
CCn1c(COc2ccc(Cl)c(C)c2)nnc1SCC(=O)N1CCCC1	.	96.3
O=C(NC1CCCCC1)C1CCCN(c2nnnn2-c2ccccc2)C1 (configuration not stated)	-7.5	96.1
COc1ccc(N=c2oc3ccc([N+](=O)[O-])cc3cc2C(=O)NC(C)=O)cc1	.	88.6
O=C(NCCc1ccccc1)C1CCN(S(=O)(=O)c2ccc(-n3cnnn3)cc2)CC1	7.2	96.3
CCOC(=O)c1ccc(NC(=O)CC(=O)Nc2ccc(C(=O)OCC)cc2)cc1	0.0	.
Cc1cc(C)nc(NC(=O)NS(=O)(=O)Nc2ccc(Br)cn2)n1	0.6	86.6
N#CC(C#N)=NNc1ccccc1C(=O)O	10.2	.
COc1ccccc1C(=O)NNC(=O)CCN1C(=O)/C(=C/c2ccc(C)cc2)SC1=S	0.5	.
O=[N+]([O-])c1ccc2c(c1)c(-c1ccccc1)c(CO)n2Cc1ccccc1	9.9	.
CCCC(=O)c1c(NC(C)C)cc(C)oc1=O	4.4	121.2
COc1ccc(Cl)cc1NS(=O)(=O)c1cc(Cl)ccc1OC	6.6	.
COc1ccc(S(=O)(=O)N(Cc2ccc(OC)c(OC)c2)Cc2ccco2)cc1	24.5	86.2
CC1(C)CC(=O)c2cnc(NCC3CCCO3)nc2C1 (configuration not stated)	-3.2	95.5
COc1ccc(S(=O)(=O)N2CCN(Cc3cccc(OC)c3OC)CC2)cc1	-0.1	.
CC1=C(C(=O)OC2CCCCC2)C(c2ccc(Br)cc2)C2=C(CCCC2=O)N1 (configuration not stated)	-16.2	.

Next section:
smiles | HePTP inh | BAP1 block
Cc1ccc(C)c(N(CC(N)=O)S(C)(=O)=O)c1 | 7.3 | 118.1
Cc1nnc(SCC(=O)Nc2c(Cl)cccc2Cl)[nH]c1=O | 10.2 | 93.2
Cc1cccc2c(=O)oc(-c3ccccc3Cl)nc12 | 3.9 | .
c1ccc(-c2noc(C34CC5CC(CC(C5)C3)C4)n2)nc1 | 13.0 | 77.1
CCOC(=O)NC(NC(=S)Nc1ccc(OCC)cc1)C(Cl)(Cl)Cl (configuration not stated) | 2.1 | .
Cc1ccc(S(=O)(=O)N/N=C/c2ccc(OS(=O)(=O)c3ccc([N+](=O)[O-])cc3)cc2)cc1 | 4.0 | .
Cc1ccccc1C(=O)Nc1cccc(NC(=O)COc2ccc(Cl)cc2Cl)c1 | 2.7 | .
O=C(NCc1ccncc1)C1CCCN(S(=O)(=O)Cc2ccccc2)C1 (configuration not stated) | 5.9 | 99.3
CC(C)N(Cc1nc(-c2ccccc2)no1)C(=O)c1ccc(Br)o1 | -0.5 | 73.7
COc1ccc(C(=O)CCN(C)C)cc1 | . | 96.8
CCOC(=O)N1CCN(c2c(N3CC=C(c4ccccc4)CC3)c(=O)c2=O)CC1 | 11.0 | 90.4
O=C(NC1CCCc2ccccc21)C1CCN(C(=O)c2sccc2-n2cccc2)CC1 (configuration not stated) | 9.4 | 102.9
O=C(CSc1ccc2nnc(-c3ccccc3)n2n1)N1CCCCC1 | -5.7 | 99.6
Cc1nc(NCc2ccccc2)[nH]c(=O)c1CCC(C)C | 12.2 | 99.5
Cc1ccc(C2CC(=O)c3cnc(NC(=O)c4ccco4)nc3C2)cc1 (configuration not stated) | -0.7 | 95.0
Cc1ccc2cc(CN(Cc3ccco3)C(=O)c3cccs3)c(=O)[nH]c2c1 | 5.0 | 112.2
COCCOC(=O)c1c(C)oc2ccc(OC(=O)COc3c(F)c(F)c(F)c(F)c3F)cc12 | -6.2 | 121.4
O=C(CSCC(=O)Nc1ccccc1[N+](=O)[O-])Nc1ccccc1 | -4.1 | .
COc1ccc(CNC2CCCCC2)cc1 | 0.4 | 123.7
Cc1c(N(C(=O)c2ccc(N)cc2)C(C)C)c(=O)n(-c2ccccc2)n1C | 2.4 | .
OC(CNCc1ccccc1)(c1ccccc1)c1ccc(Cl)cc1 (configuration not stated) | -1.5 | .
COc1nc(Nc2ccccc2)nc(NC(C)(C)C)n1 | 2.9 | .
N=c1n(Cc2ccccc2)c2ccccc2n1CC(O)c1ccco1 (configuration not stated) | 4.5 | 93.1
O=C(O)c1cccc(S(=O)(=O)NCC2CCCO2)c1 (configuration not stated) | 2.5 | 119.7
CC(=O)Nc1ccccc1NC(=O)COc1ccc(Br)c(C)c1 | -4.6 | .

A draw from above in order of molecular weight, rising.
smiles | HePTP inh | BAP1 block
COc1nc(Nc2ccccc2)nc(NC(C)(C)C)n1 | 2.9 | .
Cc1ccc2cc(CN(Cc3ccco3)C(=O)c3cccs3)c(=O)[nH]c2c1 | 5.0 | 112.2
CCOC(=O)NC(NC(=S)Nc1ccc(OCC)cc1)C(Cl)(Cl)Cl (configuration not stated) | 2.1 | .

(continued)
smiles | HePTP inh | BAP1 block
O=C1CC(c2ccccc2)CC(O)=C1C=NCC1CCCO1 (configuration not stated) | 6.3&3.0 | 94.4
Cc1ccc(C2=CSC3=NCCN23)c(C)c1 | 4.1 | 93.4
CCC(OC(=O)c1nsc(Cl)c1Cl)C(=O)NCc1ccco1 (configuration not stated) | -2.7 | 94.6
Cc1nonc1OCCNCCNc1ccccc1[N+](=O)[O-] | . | 94.8
O=C1CC2c3ccccc3C1C1C(=O)N(c3cccc(Br)c3)C(=O)C21 (configuration not stated) | 0.2 | .
COc1cc(NC(=O)c2cc(Cl)ccc2OC)ccc1NC(=O)c1ccco1 | 0.7 | .
CCn1c(SCc2nnc(-c3ccccc3)o2)nc2c1c(=O)n(C)c(=O)n2C | 6.1 | 99.4

Profiles from above. Screens in order: HePTP inh	BAP1 block
Listed for CCC(OC(=O)c1nsc(Cl)c1Cl)C(=O)NCc1ccco1 (configuration not stated) = -2.7	94.6
Listed for Cc1nonc1OCCNCCNc1ccccc1[N+](=O)[O-] = .	94.8
Listed for O=C1CC2c3ccccc3C1C1C(=O)N(c3cccc(Br)c3)C(=O)C21 (configuration not stated) = 0.2	.
Listed for CCn1c(SCc2nnc(-c3ccccc3)o2)nc2c1c(=O)n(C)c(=O)n2C = 6.1	99.4
